Assay outcomes deposited in PubChem BioAssay by several laboratories.
CHRM4 PAM: positive allosteric modulators of human muscarinic M4 receptor. P08173. CHO-K1 hM4/Gqi5, Fluo-8 calcium fluorescence, ACh EC20; 0% = ACh EC20, 100% = maximal ACh. activation, % at 3 µM. 360,000 tested, 0.4% active;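 active means activation above its plate's cutoff, the mean activation of sample wells plus 3 SD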; further: some results filed as inactive read as strong as hits
Target sequence (P08173 whole entry, looked up): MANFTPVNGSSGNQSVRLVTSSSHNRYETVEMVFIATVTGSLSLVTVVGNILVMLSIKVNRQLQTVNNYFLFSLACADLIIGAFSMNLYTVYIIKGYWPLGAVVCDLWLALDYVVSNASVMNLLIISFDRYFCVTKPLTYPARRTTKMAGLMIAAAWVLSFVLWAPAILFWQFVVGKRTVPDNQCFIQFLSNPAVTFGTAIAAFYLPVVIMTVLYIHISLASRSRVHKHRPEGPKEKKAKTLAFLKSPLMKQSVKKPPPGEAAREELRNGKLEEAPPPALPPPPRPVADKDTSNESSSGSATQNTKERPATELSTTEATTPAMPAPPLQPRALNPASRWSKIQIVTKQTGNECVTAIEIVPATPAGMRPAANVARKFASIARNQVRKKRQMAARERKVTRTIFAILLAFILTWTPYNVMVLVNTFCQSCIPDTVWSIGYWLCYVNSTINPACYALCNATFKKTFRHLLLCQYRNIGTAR
CRFR2-BP ag: agonists of human CRF-binding protein/CRF-R2 receptor complex; activation, % at 13.2 µM; AID 588473; HEK293 CRF-R2/CRF-BP, calcium dye fluorescence (FLIPR); percent of saturating CRF peptide response; 350,000 tested, 0.46% active;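 active means activation of at least 50%, plus an integration ratio under a set limit after plate pattern correction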;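 further: plate controls were neutral control wells without compound for no effect and CRF at EC100 for full effect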
CHRM4 agonist: CHRM4 agonism in calcium assay; CHO-K1 hM4/Gqi5, Fluo-8 calcium fluorescence; vehicle 0%, full acetylcholine response 100%; activation, % at 3 µM; 360,000 tested, 0.14% active; AID 624127;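 active means activation above the run mean over all test wells plus 3 SD, cut at about 32% in these data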;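 further: peak over basal fluorescence ratio per well then scaled between controls; 0% = DMSO wells and 100% = acetylcholine at EC100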
CRFBP-R2 block: antagonists of CRF-binding protein/CRF-R2 receptor complex; HEK293 CRF-R2/CRF-BP, CRF-induced calcium fluorescence; inhibition, % at 11.8 µM; 350,000 tested, 0.59% active; AID 588475;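 active means inhibition of the ligand-induced calcium signal above about 50% at the single tested concentration, limit read from the data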
M5 antag: CHRM5 antagonism in calcium assay; CHO-hM5 cells, Fluo-8 calcium fluorescence, ACh EC80; inhibition, % at 3 µM; 360,000 tested, 0.59% active; P08912;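 active means inhibition above a per-plate cutoff, the mean of that plate's test compounds plus 3 SD, cut at about 27% in these data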;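 further: 0% = acetylcholine EC80 with DMSO and 100% = DMSO without agonist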
Target sequence (P08912 whole entry, looked up): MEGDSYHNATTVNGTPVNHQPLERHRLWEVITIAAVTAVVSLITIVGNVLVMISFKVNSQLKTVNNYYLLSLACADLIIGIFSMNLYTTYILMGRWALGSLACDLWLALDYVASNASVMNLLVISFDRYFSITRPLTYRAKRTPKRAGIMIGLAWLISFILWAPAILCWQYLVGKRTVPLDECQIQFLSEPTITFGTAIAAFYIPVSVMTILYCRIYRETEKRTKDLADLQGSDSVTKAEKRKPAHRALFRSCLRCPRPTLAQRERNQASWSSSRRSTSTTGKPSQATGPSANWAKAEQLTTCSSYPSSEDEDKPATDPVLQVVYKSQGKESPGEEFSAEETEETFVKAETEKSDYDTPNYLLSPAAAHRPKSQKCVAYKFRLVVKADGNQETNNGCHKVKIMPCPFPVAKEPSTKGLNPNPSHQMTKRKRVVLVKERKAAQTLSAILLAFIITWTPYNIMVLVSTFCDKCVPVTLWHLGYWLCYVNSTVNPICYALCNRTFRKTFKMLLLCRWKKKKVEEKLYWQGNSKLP
CHRM5 agonist: CHRM5 agonism in calcium assay; P08912; CHO-K1 hM5 cells, Fluo-8 calcium fluorescence; 0% DMSO wells, 100% maximal acetylcholine response; activation, % at 3 µM; 360,000 tested, 0.19% active;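 active means activation above the run's mean over test compounds plus 3 SD, cut at about 23% in these data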;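 further: signal is peak over basal fluorescence ratio across the kinetic read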
M5 PAM: potentiates acetylcholine response at human M5 receptor; P08912; CHO-K1 hM5, Fluo-8 calcium, ACh EC20 PAM; 0% = ACh EC20, 100% = ACh EC100; activation, % at 3 µM; 360,000 tested, 0.3% active;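 active means activation above the run cutoff, the mean activation of all test compounds plus 3 SD, cut at about 18% in these data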
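system = human M5 receptor in CHO-K1 cells | reagent = EC20 acetylcholine as agonist stimulus | compound dosing = single-point, 3 µM nominal | incubation = Fluo-8 loading 80 min at 37 °C plus 30 min room temperature | detection = Fluo-8 calcium dye fluorescence, kinetic read | benchmarks = low control EC20 acetylcholine (0%), high control EC100 acetylcholine (100%)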
CHRM4 antagonist: CHRM4 antagonism in calcium assay; P08173; CHO-hM4 cells, ACh EC80, Fluo-8 calcium fluorescence; inhibition, % at 3 µM; 360,000 tested, 0.73% active;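 active means inhibition above its plate's cutoff, the mean inhibition of sample wells plus 3 SD, cut at about 27% in these data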;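 further: 0% = acetylcholine EC80 with DMSO and 100% = DMSO without agonist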
M1 PAM: human CHRM1 positive allosteric modulation; P11229; CHO-K1 hM1, Fluo-8 calcium fluorescence, ACh EC20; 0% = ACh EC20, 100% = maximal ACh; activation, % at 3 µM; 360,000 tested, 0.088% active; in the data active means activation above about 19%, passing the limit was not always enough
* marks the source's active call; other numbers are inactive results; nt = no result given.

SMILES	CHRM4 PAM	CRFR2-BP ag	CHRM4 agonist	CRFBP-R2 block	M5 antag	CHRM5 agonist	M5 PAM	CHRM4 antagonist	M1 PAM
CCOC(=O)c1nc(S(C)(=O)=O)ncc1N1CCOCC1	0	-0.3	0	-1	0	2	0	4	-6
Cc1ccc(CN2CCC(N3CCC(C(=O)NCC4CCCO4)CC3)CC2)o1 (configuration not stated)	19	-1.2	1	0	-2	1	8	-3	6
CCOc1cc(CNc2ccccc2)cc(Br)c1OCc1ccc(F)cc1	-10	0.9	-1	11	-2	-8	-4	8	1
CN(C)N1C(=O)CC(C)(c2ccc([N+](=O)[O-])cc2)C1=O (configuration not stated)	2	-1.7	0	10	9	0	0	12	-10
Cc1ccnc2nc(C(=O)OCC(=O)N(Cc3ccccc3)C(C)(C)C)nn12	3	-1.0	1	3	17	0	3	-1	-2
CCCCN(CC(O)COc1cccc(C)c1)CC(O)COc1cccc(C)c1 (configuration not stated)	8	5.6	3	-15	-3	-5	4	-27	8
Cc1ccc(/C=C/C(=O)NCCc2c[nH]c3ccccc23)o1	-8	-3.0	5	2	8	1	-3	0	-5
CCCCN1C(Nc2ccccc2)=NC[C@@H]1CC(C)C	1	-0.9	0	2	11	-4	4	1	8
Cc1ccc(C(=O)N2CCN(c3ncccn3)CC2)c(C)c1	2	0.0	3	-7	6	1	0	4	9
O=C(O)CSCC(=O)N1N=C2/C(=C/c3ccccc3)CCCC2C1c1ccccc1 (configuration not stated)	16*	1.0	1	-6	1	-2	1	-40	3
CCCCCCCCNC(=O)C(CCC(=O)OCc1ccccc1)NC(C)=O (configuration not stated)	0	0.5	-1	18	-4	2	-1	-4	-5
COCCCNC(=O)CN1C(=O)/C(=C\c2ccc(C)cc2)Sc2ccccc21	-9	-2.5	10	9	-2	-1	-10	-5	-6
Cc1cccc(C(=O)NCCc2n[nH]c(=S)n2C)c1	1	-0.2	0	-9	-1	1	1	4	10
COCCCNC(=O)COc1cc(C)c(Cl)c(C)c1	-1	-0.1	1	-3	-7	-4	3	2	7
CC1CCC(C(C)C)C(OCC(O)CN2CCN(Cc3ccccc3)CC2)C1 (configuration not stated)	-15	5.6	7	-19	-6	-10	-9	6	-18
O=C(NCCc1c[nH]c2ccccc12)c1cc(Cl)c2c(c1)OCO2	-5	0.9	7	-1	10	-2	-1	-5	5
O=C(O)c1cc(N=Cc2c(O)c3ccccc3oc2=O)ccc1O	-1	0.2	1	-14	9	1	-1	7	3
COc1ccc(CN2CCNC(=O)C2CC(=O)NC2CCCC2)c(OC)c1 (configuration not stated)	-7	0.0	15	-1	6	2	-7	11	-8
Cc1ccc(-n2c(O)cnc2Nc2nc(C)cc(C)n2)cc1	7	0.8	1	5	19	1	11	20	-2
CC(C)CNC(=O)[C@@H]1CSC2c3ccccc3C(=O)N21 (some centres not stated)	2	0.7	2	0	13	1	-6	4	7
COc1ccc(N(C(=O)c2snc(C(N)=O)c2N)C(C(=O)NCC2CCCO2)c2ccc3ncccc3c2)cc1OC (configuration not stated)	10	-1.3	1	5	8	-1	2	-4	21
O=C(CS(=O)(=O)c1c[nH]c2ccccc12)Nc1ccc(F)cc1	4	1.8	1	-10	-1	-1	-3	-11	1
Cn1c(=O)n(Cc2ccccc2Cl)c2ccccc21	1	0.0	-1	53*	43*	-3	-3	0	14
Cc1cccc(N2CCN(Cc3oc(CO)cc(=O)c3O)CC2)c1C	0	1.8	1	1	5	-6	-3	2	4

Single records, as listed above. Order of screens: CHRM4 PAM, CRFR2-BP ag, CHRM4 agonist, CRFBP-R2 block, M5 antag, CHRM5 agonist, M5 PAM, CHRM4 antagonist, M1 PAM
Profile of `COCCCNC(=O)COc1cc(C)c(Cl)c(C)c1` = -1, -0.1, 1, -3, -7, -4, 3, 2, 7
Profile of `Cn1c(=O)n(Cc2ccccc2Cl)c2ccccc21` = 1, 0.0, -1, 53*, 43*, -3, -3, 0, 14
Profile of `CC1CCC(C(C)C)C(OCC(O)CN2CCN(Cc3ccccc3)CC2)C1` (configuration not stated) = -15, 5.6, 7, -19, -6, -10, -9, 6, -18
Profile of `Cc1ccc(-n2c(O)cnc2Nc2nc(C)cc(C)n2)cc1` = 7, 0.8, 1, 5, 19, 1, 11, 20, -2
Profile of `Cc1cccc(N2CCN(Cc3oc(CO)cc(=O)c3O)CC2)c1C` = 0, 1.8, 1, 1, 5, -6, -3, 2, 4

Other results follow.
SMILES	CHRM4 PAM	CRFR2-BP ag	CHRM4 agonist	CRFBP-R2 block	M5 antag	CHRM5 agonist	M5 PAM	CHRM4 antagonist	M1 PAM
CC1CN(C2CCCCC2)c2nc3c(c(=O)n(C)c(=O)n3C)n2C1 (configuration not stated)	-2	1.2	0	7	-7	-1	3	5	10
Cc1ccc(C(=O)Nc2ccc3c(c2)nc(CCNC(=O)c2ccco2)n3C)cc1	-5	0.9	3	9	1	-1	-7	1	-4
CCOC(=O)N1CCN(c2nc3ccc(C)cc3n3cnnc23)CC1	2	-4.4	0	-30	3	-1	2	-13	15
O=C(O)c1cccnc1SC1CC(=O)N(CCc2ccccc2)C1=O (configuration not stated)	-4	-1.6	1	6	-12	-2	5	2	2
O=C1Nc2ccccc2N(C(=O)c2ccc(-c3ccccc3)cc2)C1c1nc2ccccc2[nH]1 (configuration not stated)	2	nt	-1	nt	0	-2	-1	3	nt
Cc1ccccc1Cn1nc(C)c(NC(=O)c2ccccc2)c1C	-3	-3.8	0	-21	7	4	0	-5	9
O=C(Nc1ccc2c(c1)CCC2)c1cnn2c1NC(c1ccco1)CC2C(F)(F)F (configuration not stated)	0	3.4	2	-13	2	-2	4	-2	0
O=C(c1cc(S(=O)(=O)N2CCOCC2)c(Cl)cc1Cl)N1CCN(S(=O)(=O)c2cccc(F)c2)CC1	5	1.6	4	2	0	-1	-3	-5	12
Cc1ccc(C(=O)OCC(=O)NCc2ccc3c(c2)OCO3)s1	0	-1.2	2	2	-2	0	-6	-1	9
O=C(NNC(=O)c1csc(-c2cccnc2)n1)c1ccccc1	-14	0.8	17	-2	8	-1	-17	-3	-3
O=C1C2C(c3cccc(/C=C/c4ccccc4)c3)CC=CC2C(c2ccc(C(F)(F)F)cc2)N1Cc1ccccc1 (configuration not stated)	2	3.6	0	-6	10	2	-4	-3	4
COc1ccc(CCn2c(=N)c(C(=O)NCc3ccco3)cc3c(=O)n4ccccc4nc32)cc1OC	-1	4.8	6	12	2	-1	-5	-2	4
CC(C)C(C(=O)NC1=NCCS1)c1ccc(Cl)cc1 (configuration not stated)	7	2.1	3	-10	9	-2	0	-9	4
CN(C)CCNc1nc(-c2ccccc2)nnc1C(F)(F)F	15	0.5	0	-8	-6	-1	5	-5	-2
CCOc1cc(/C=N/Nc2nc3ccccc3[nH]2)cc(Br)c1OCC(=O)N(C)C	3	-1.9	2	-4	3	-2	7	-9	10
CC(Oc1ccc(C#N)cc1)C(=O)N1CC=C(c2ccccc2)CC1 (configuration not stated)	10	-1.8	5	13	12	8	-3	-6	10
COc1ccc(Br)cc1C(=O)N/N=C/c1ccc([N+](=O)[O-])cc1	-1	-0.6	0	-22	3	-3	1	3	0
O=C1/C(=C\c2ccc(Cl)c(Cl)c2)CN(C(=O)CCN2CCOCC2)C/C1=C/c1ccc(Cl)c(Cl)c1	-7	2.5	6	-71	17	8	-1	43*	-2
CC1=CC(C)(C)[N+](C)=CN1c1ccccc1	-11	-2.5	0	5	3	-8	-3	4	-2
CCc1ccc(CN2CCCC(C(=O)Nc3ccc(-c4cscn4)cc3)C2)o1 (configuration not stated)	-4	-0.2	3	-8	-12	-2	9	-1	-4
O=[N+]([O-])c1cc(Cl)cc(/C=N/NC(=S)Nc2cc(S(=O)(=O)N3CCOCC3)ccc2Cl)c1O	0	-0.7	0	21	-2	4	2	6	5
Cn1c(O)c(N=NC(=O)c2cccc(S(=O)(=O)N3CCCCC3)c2)c2ccccc21	1	-0.4	3	14	9	-3	-6	-4	-22
O=C(Cc1ccc(Cl)cc1)Nc1ccc(N2CCN(C(=O)c3ccco3)CC2)c(Cl)c1	4	1.9	3	19	-2	2	-1	9	9
NC(=O)C1CCN(C(=O)c2cc(S(=O)(=O)N3CCN(c4ccccc4)CC3)ccc2Cl)CC1	5	1.8	2	-4	-2	-2	1	0	12
O=c1[nH]c2ccccc2nc1/C=C/c1ccc(O)cc1	2	104*	1	-152	4	10	3	6	6
O=C1c2ccccc2C(=O)N1Cc1cc(Cl)c(O)c([N+](=O)[O-])c1	4	0.1	1	-5	-1	1	4	-1	16
CCN(CC)CCOCCOc1cc(C)c(Cl)c(C)c1	-1	-0.2	4	10	7	-5	-13	-1	-7
CC(C)Cc1nnc(NC(=O)Nc2ccccc2)s1	8	1.5	10	-30	-1	15	1	-10	11
O=c1cc(-c2nn[nH]n2)[nH]c(=O)[nH]1	4	1.3	0	0	14	-1	0	1	12
C/C(=N\NC(=O)c1ccc(O)cc1)c1ccc(NC(=O)Cc2ccccc2)cc1	-6	0.5	0	-5	23	-2	-8	13	-1
CS(=O)(=O)N(Cc1ccc(Cl)cc1)c1ccc(C(=O)NCCSc2ccccn2)cc1	-4	54*	12	2	6	8	-12	7	7
O=C(Nc1ccc(S(=O)(=O)NC2=NCCCCC2)cc1)C1COc2ccccc2O1 (configuration not stated)	-6	-1.2	2	-2	7	2	-3	-2	1
CCCCN1C(=O)/C(=C(/C#N)C(=O)N2CCCC2)c2ccccc21	-2	-3.6	3	-2	-1	4	2	1	8
CSc1cccc(NC(=O)N2CCCC(CNS(=O)(=O)Cc3ccccc3)C2)c1 (configuration not stated)	5	2.0	3	6	-3	1	3	-9	3
COc1cc([N+](=O)[O-])ccc1NC(=O)COC(=O)c1ccc(NC(N)=O)cc1	4	-0.5	0	-18	-2	-4	-2	-10	7
Cc1nc2cc(C(F)(F)F)ccc2n1C	5	-0.5	2	6	8	-4	-3	7	14
COc1ccc(N2CCN(C(=O)COC(=O)c3cnccn3)CC2)cc1	21	0.6	1	4	1	-4	2	-3	5
COc1cccc(C(NC(C)=O)c2nc(-c3cccc(NC(C)=O)c3)cs2)c1 (configuration not stated)	1	nt	2	nt	2	3	0	-4	1
CC(C)COC(=S)Nc1ccccc1	6	8.2	-2	-7	-1	-7	-2	-2	2
O=C(O)CSc1nc2ccc(Cl)cc2[nH]1	12	-1.1	0	2	1	0	6	-12	9
O=C(CCN1C(=O)[C@@H]2Cc3ccccc3CN2C1=O)NCc1ccccc1Cl	-3	0.2	3	-17	10	-5	-5	2	3
NS(=O)(=O)c1ccc(CCNC(=O)CN2CCN(c3ccc(F)cc3)CC2)cc1	5	-1.5	1	13	1	1	1	-3	2
Cc1cc(NC(=O)CSc2nnc(-c3ccccc3)n2C)no1	4	0.2	0	-4	-5	-2	-1	0	-1
CN(Cc1ccc(OC(F)F)cc1)C(=O)c1cccc(S(=O)(=O)N2CCN(Cc3ccccc3)CC2)c1	-13	0.2	19	10	26	2	-23	15	-14
Cc1noc(C)c1S(=O)(=O)Nc1ccc(C(=O)N2CCN(c3cccc(Cl)c3)CC2)cc1	-6	-0.8	35*	-18	27*	7	-21	6	-16
N/C(COc1ccc(F)cc1)=N\NC(=O)c1cccnc1Oc1ccccc1	-5	-0.6	0	0	-4	-1	0	-4	-11
